# KCNQ2 inh: KCNQ2 channel blockers in CHO-K1 cells – cell-based, FluxOR thallium flux, B-score, primary screen (AID 2156) | O88943 | 20 min; active compounds read low | B-score at 10 µM | 310,000 compounds, 1.1% hits;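 active means fluorescence ratio B-score at most minus 3 library SDs, with starting brightness B-score within 2 library SDs, cut at about -5.5 in these data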
# Target sequence (O88943 whole entry, looked up): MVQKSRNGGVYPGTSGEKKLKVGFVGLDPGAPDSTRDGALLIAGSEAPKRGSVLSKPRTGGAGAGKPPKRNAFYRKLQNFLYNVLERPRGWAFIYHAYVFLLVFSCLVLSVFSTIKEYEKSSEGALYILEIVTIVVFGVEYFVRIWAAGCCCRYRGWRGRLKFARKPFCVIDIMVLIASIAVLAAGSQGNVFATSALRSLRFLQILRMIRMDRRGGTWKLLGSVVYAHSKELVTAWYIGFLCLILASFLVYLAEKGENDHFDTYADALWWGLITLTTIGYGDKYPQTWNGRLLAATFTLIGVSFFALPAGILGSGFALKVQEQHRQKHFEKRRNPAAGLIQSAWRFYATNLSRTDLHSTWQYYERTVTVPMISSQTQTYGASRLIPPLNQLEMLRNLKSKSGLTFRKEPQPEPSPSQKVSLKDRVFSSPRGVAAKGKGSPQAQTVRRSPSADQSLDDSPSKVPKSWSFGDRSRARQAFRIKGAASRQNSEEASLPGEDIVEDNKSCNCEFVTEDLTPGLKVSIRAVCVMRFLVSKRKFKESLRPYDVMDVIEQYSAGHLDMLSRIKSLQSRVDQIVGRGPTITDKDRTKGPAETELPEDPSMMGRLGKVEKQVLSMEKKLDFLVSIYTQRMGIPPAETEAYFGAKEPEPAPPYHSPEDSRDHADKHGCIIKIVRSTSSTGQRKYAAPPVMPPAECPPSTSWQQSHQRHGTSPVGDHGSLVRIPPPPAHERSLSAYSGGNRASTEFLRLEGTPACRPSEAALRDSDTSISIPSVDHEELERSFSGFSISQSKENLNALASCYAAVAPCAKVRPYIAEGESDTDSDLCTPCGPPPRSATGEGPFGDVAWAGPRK
# Kir21 block: blocks the mouse Kir2.1 inward-rectifier potassium channel; HEK293-Kir2.1, FluxOR thallium flux fluorescence; active compounds read low; B-score at 10 µM; 310,000 compounds, 0.85% hits;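 active means fluorescence ratio B-score at or below minus 3 SD of library scores, with starting-brightness B-score within 2 SD, cut at about -4.2 in these data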;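 further: channel flux triggered by added potassium and thallium sulfate stimulus; B-score of peak minus minimum fluorescence over baseline after thallium stimulus; more negative B-score means stronger Kir2.1 block with less thallium influx; some compounds called inactive have numbers as strong as hits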
# * hit, by the source's call; i = inactive.
SMILES	KCNQ2 inh	Kir21 block
Cc1cc(C)nc(SCc2nnc(SCC(=O)Nc3ccccc3C)n2Cc2ccco2)n1	i	-1.8
C/C(=N\NC(=O)Cc1cccc2ccccc12)c1ccncc1	i	-0.9
CCOC(=O)c1nnn2c1nc(N1CCCCC1)c1ccccc12	i	-2.1
O=C(Cc1ccc(Cl)cc1)Nc1ccncc1	i	-0.53
CCNC(=O)CC1C(=O)N(c2ccc(F)cc2)C(=O)N1CCc1ccc(OC)cc1 (stereo unspecified)	i	0.38
CCN(CC(=O)NCc1ccc(F)cc1)CC(=O)Nc1ccccc1-c1ccccc1	i	-0.97
CC1=NN(c2ccccc2)C(=O)/C1=C/C=C/c1ccc(N(C)C)cc1	i	2.2
COc1ccc(/C(O)=C2/C(=O)C(=O)N(CCN(C)C)C2c2cccnc2)cc1C (stereo unspecified)	i	0.75
CC(C)(C)[C@@H]1C=C(C(=O)O)O[C@H](OCCCCO)C1	i	-1.2
O=C1N/C(=N\c2ccccn2)SC1Cc1ccc(Cl)cc1 (stereo unspecified)	i	-0.26
COc1ccccc1CNC(=O)C(=O)NCC1OCCN1C(=O)c1cccs1 (stereo unspecified)	i	0.24
Cn1ccnc1C(O)c1ccccc1 (stereo unspecified)	i	-1.5
COc1ccc(C2=NN(C(=O)c3ccncc3)C(c3ccccc3O)C2)cc1 (stereo unspecified)	i	0.32
Cc1cc(C(=O)NCC2CCCCC2)ccc1[N+](=O)[O-]	i	-0.03
CC(=O)c1c(C)[nH]c(C(=O)OCC(=O)NCCC2=CCCCC2)c1C	i	-0.04
FC(F)(F)c1ccc(CN2CCN(Cc3ccco3)CC2)cc1	i	-0.4
O=S(=O)(NCCOc1cccc2cccnc12)c1ccc(F)cc1	i	-0.16
COC(=O)c1ccc(NC(=O)Cn2nnc3ccccc32)cc1	i	0.71
CCNC(=O)/C(C#N)=C/c1c(N2CCN(Cc3ccc4c(c3)OCO4)CC2)nc2c(C)cccn2c1=O	i	0.44
COc1cc2c(cc1OC)CN(C(=O)C1(c3ccccc3)CC1)CC2	i	-1.3
NC(=O)Nc1ccc(C(=O)OCC(=O)NC2CCCCC2)cc1	i	1.6
O=S1(=O)CC/C(=N/Nc2ccc(C(F)(F)F)cn2)c2cc(F)ccc21	i	2.8
CC1CN(CCCCOc2ccc3ccccc3c2)CC(C)O1 (stereo unspecified)	i	-0.37
O=C(CN1CCSCC1)N/N=C/c1ccccc1F	i	0.06
N=C1C(c2ccccc2)=C(O)CN1c1ccc2c(c1)OCO2	i	0.44
CC(/C=N/Nc1ccc2nncn2n1)=C\c1ccccc1	i	0.33
COC(=O)c1ccccc1NC(=S)N(Cc1ccc2c(c1)OCO2)Cc1cc2cccc(C)c2[nH]c1=O	i	-0.29
O=C(N/N=C/c1c[nH]c2ccccc12)c1ccn[nH]1	i	-0.75
C[C@H]1C=C(C(=O)NCc2nc3ccccc3[nH]2)O[C@@H](OCCCCO)C1	i	-0.09
C=CCNS(=O)(=O)c1sccc1/C=N/O	i	1.8
CCn1c(CNC(=O)c2cccc(C)c2)nnc1SCC(=O)NC1CCCCC1C (stereo unspecified)	i	-1.6
CCC(C)(C)NC(=O)C(c1cccn1C)N(C(=O)Cn1nnc2ccccc21)c1ccc(F)cc1 (stereo unspecified)	i	0.55
CCOc1ccccc1N(CC(=O)O)S(=O)(=O)c1ccc(C)cc1	i	0.21
C[C@]12C(=O)N(c3ccc(Br)cc3)C(=O)N1[C@@H]1c3ccccc3OC[C@@H]1[C@H]2c1ccccc1	i	-0.02
Cc1ccc(Nc2nc(NCCCN3CCOCC3)nc(N)c2[N+](=O)[O-])cc1	i	-0.49
Cn1c(=O)[nH]c(=O)c2c1nc(N1CCOCC1)n2CCc1ccccc1	i	0.51
Cc1ccc(C(=O)Nc2nnc(-c3ccncc3)s2)o1	i	0.08
Cc1c(NC(=O)c2ccc3c4c(cccc24)CC3)c(=O)n(-c2ccccc2)n1C	i	-0.18
COC(=O)c1ccc(N2CCN(C)CC2)c(NC(=O)COc2ccc(C)cc2)c1	i	-0.29
CCOC(=O)c1cnn(-c2c(Cc3ccccc3)c(C)nc3c(-c4ccccc4)c(C)nn23)c1N	i	1.6
O=C(COc1ccc([N+](=O)[O-])cc1)Nc1ccc2[nH]c(=O)[nH]c2c1	i	-0.27
CCOc1cccc(/C=C/C(=O)O)c1	i	-0.05
Cc1ccc2oc(-c3ccc(C)c(NC(=S)NC(=O)c4cccs4)c3)nc2c1	i	-1
CC(C)C(=O)N1CCN(CCN2C(=O)c3cccc4cccc(c34)C2=O)CC1	i	-0.03
CC(C)(C)c1ccc(C2/C(=C(\O)c3ccc4c(c3)OCCO4)C(=O)C(=O)N2CCCN2CCOCC2)cc1 (stereo unspecified)	i	-0.06
C=CCOC(=O)Nc1ccc(Cl)cc1NC(=O)OCC=C	i	-0.02
COc1cc(CNCCc2ccccc2F)ccc1OCc1ccc(Cl)nc1	i	-5.1
N#C/C(=C(/O)C(Cl)c1ccccc1)c1nc2ccccc2s1 (stereo unspecified)	i	-0.96

# Compound profiles, as listed above.
# O=C(COc1ccc([N+](=O)[O-])cc1)Nc1ccc2[nH]c(=O)[nH]c2c1 is listed with KCNQ2 inh: i; Kir21 block: -0.27
# CC(C)C(=O)N1CCN(CCN2C(=O)c3cccc4cccc(c34)C2=O)CC1 is listed with KCNQ2 inh: i; Kir21 block: -0.03

# Other structures follow.
SMILES	KCNQ2 inh	Kir21 block
CCOC(=O)CNC(=O)COc1coc(CN2CCN(c3ccccc3F)CC2)cc1=O	i	0.92
Cc1nnc(NC(=O)C(C)Oc2ccc3c(C)cc(=O)oc3c2)s1 (stereo unspecified)	i	0.21
COc1ccc(CCN2C(=O)CC(Cc3cccc(C)c3)C2=O)cc1OC (stereo unspecified)	i	-3.7
CCc1noc(C)c1C(=O)N(CCCOC)c1c(N)n(Cc2ccccc2)c(=O)[nH]c1=O	i	-1.1
CC(C)n1cc(CN2CCC(C(=O)Nc3ccc(Oc4ccccc4F)cc3)CC2)cn1	i	1.1
O=C(CC1OC(=O)c2ccccc21)Nc1cc(Cl)ccc1N1CCCC1 (stereo unspecified)	i	-0.59
CCN(CC)C(=O)Cn1c(=O)n(Cc2ccccc2Cl)c2c1c(=O)n(C)c(=O)n2C	i	0.23
COc1ccc(C(c2c(C)[nH][nH]c2=O)c2c(C)[nH][nH]c2=O)cc1Br	i	0.57
CS(=O)(=O)c1ccc(NC(=O)c2cccc(S(=O)(=O)N3CCN(Cc4ccccc4)CC3)c2)cc1	i	0.83
O=C(CCC(F)(F)F)N1CCCC(N2CCN(c3cccc(Cl)c3)CC2)C1 (stereo unspecified)	i	1.3
CC1=CC(C)(C)Nc2ccc(OC(=O)CN3C(=O)c4ccccc4C3=O)cc21	i	-2.5
Cc1ccc(C)c(Nc2ncccc2C(=O)NCc2cccs2)c1	i	-1.3
Cc1ccc2nc3c(cc2c1)c(NC(=O)C(C)(C)C)nn3CC(C)C	i	0.29
N/C(=N\OC(=O)c1cccs1)c1cccc(Br)c1	i	1.9
Cc1cc(=O)n2nc(N3CCC(C(=O)NCC(C)c4ccccc4)CC3)sc2n1 (stereo unspecified)	i	2.7
O=C(O)c1ccccc1P(=O)(c1ccccc1)c1ccccc1	i	0.62
COc1ccc(OCC(O)Cn2c(Br)nc3c2c(=O)[nH]c(=O)n3C)cc1 (stereo unspecified)	i	0.55
Cc1ccccc1Cn1cc(NC(=O)CCCn2nc([N+](=O)[O-])cc2C)cn1	i	0.33
Cc1nnc(SCC(=O)OC2CC(C)CCC2C(C)C)[nH]c1=O (stereo unspecified)	i	1.1
CC(C)N(C(=O)CN1C(=O)C(=O)c2ccccc21)c1ccccc1	i	2.1
CSc1nc2nc(-c3ccccc3)cc(=O)n2[nH]1	i	0.11
O=C1CN(C(=O)c2cc(F)cc(F)c2)c2ccccc2N1	i	0.01
O=C(CN1CCN(c2ccccn2)CC1)Nc1cccc(Br)c1	i	2.9
CC1CN(C(=O)CCc2ccccc2)C(C)CN1C(=O)CCc1ccccc1 (stereo unspecified)	i	-1
O=C(Nc1cccc(-n2cnnn2)c1)c1ccc(Cl)cc1Cl	i	2
COc1cccc(C2Cc3ccccc3C(=O)O2)c1 (stereo unspecified)	i	0.95
CC(=O)Oc1ccc(C2=NN(c3ccccc3)C(c3ccccc3)C2)cc1 (stereo unspecified)	i	-0.05
Cc1ccccc1C1NC(=S)NC2=C1C(=O)CC(C)(C)C2 (stereo unspecified)	i	0.47
CC(C)(C)C(=O)Nc1cc(C(F)(F)F)ccc1-n1ccnc1	i	-1.2
O=C(CCc1nc2ccccc2[nH]c1=O)N/N=C/c1ccccc1	i	-1.4
COC(=O)c1cc2occc2n1CC(=O)Nc1ccc(C)cc1C	i	-0.05
Cc1cccc(CSCc2ccc(C(=O)NC3CCCC3)o2)c1	i	-0.47
CCOC(=O)c1ccccc1NC(=O)Cn1cnc2c(cnn2-c2ccccc2)c1=O	i	0.87
Cc1cccc(C(=O)Nc2nnc(C3=COCCO3)o2)c1	i	0.13
CCn1nc(C)c(/C=N\NC(=O)c2ccc3c(c2)OCO3)c1C	i	-0.59
C=CCOc1nc2c(c(=O)n(C)c(=O)n2C)n1Cc1ccccc1Cl	i	1.1
CS(=O)(=O)Nc1ccc(C(=O)NCCSc2ccc(Cl)cc2)cc1	i	0.65
Fc1ccc(NC(=S)N2CCCC2)cc1	i	-1.5
O=C(O)CCN1C(=O)c2ccccc2Sc2ncccc21	i	-0.62
Fc1ccc(CSc2nsc(SCc3ccc(F)cc3)n2)cc1	i	0.9
CCc1nn(C)c(N)c1C	i	0.16
COC(=O)C1=C(C)N(Cc2ccccc2)C(=O)N[C@H]1c1ccccc1	i	-0.17
O=C(N/N=C/c1ccc(COc2ccc(Br)cc2)o1)c1ccco1	i	-1.8
Cc1ccc(S(=O)(=O)N2CCN(C(=O)c3c(-c4ccccc4)noc3C)CC2)cc1C	i	1.2
C=CCc1cc(C=O)cc(OCC)c1OCc1ccc(Cl)cc1	i	0
Cc1cc(N)n(-c2cc(C)c3ccccc3n2)n1	i	-0.16
Nc1cc(=O)[nH]c(SCC(=O)Nc2ccccc2Sc2ccc(Cl)cc2)n1	i	-0.09
COCC(C)NC(=O)C(C)Oc1ccccc1 (stereo unspecified)	i	-0.01
O=C(NCCN1C(=O)S/C(=C\c2cccnc2)C1=O)c1cccc(OC(F)F)c1	i	-0.92
O=C(c1ccccc1)c1ccc(O)cc1O	i	-10
CCOC(=O)C1=C(COC(=O)CNC(=O)c2ccc(C(C)(C)C)cc2)NC(=O)NC1C (stereo unspecified)	i	2
CC1(C)CC(=O)C(C(=O)CCCCC(=O)C2C(=O)CC(C)(C)CC2=O)C(=O)C1	i	-0.01
Cc1noc(C)c1C(=O)OCC(=O)Nc1ccccc1C(=O)NC(C)c1ccccc1 (stereo unspecified)	i	0.75
CCc1nnc(NC(=O)[C@@H]2CCCN2S(=O)(=O)c2ccc3c(c2)OCCO3)s1	i	-0.26
Cc1ccc(C)c(NC(=O)c2cnn(-c3ccccc3)c2C)c1	i	0.52
CN(CC(=O)NC1CCCCC1)S(=O)(=O)c1cccc2nsnc12	i	1.5
O=C(c1cccs1)N1CCN=C1SCc1ccc(F)cc1	i	-0.5
CCc1ccc(-c2ccc3nnc(SCC(N)=O)n3n2)cc1	i	-0.06
COC(=O)c1[nH]c2ccc(C)cc2c1NC(=O)Oc1ccccc1	i	1.4
Cc1cc(C)cc(N(CC(=O)Nc2cc(C)ccc2C)S(=O)(=O)c2c(C)[nH]c(=O)[nH]c2=O)c1	i	-0.25

# New compounds follow:
SMILES	KCNQ2 inh	Kir21 block
Cc1ccc(-n2ncc(C(=O)O)c2C2CCN(C(=O)OC(C)(C)C)CC2)cc1	i	2.5
CCOC(=O)C1C(=O)NC(N2CCOCC2)=NC1C(C)C (stereo unspecified)	i	0.91
CC(C)C(=O)Nc1nnc(SCC(=O)Nc2ccc3c(c2)OCO3)s1	i	0.71
CCN(CC)C(=O)CSc1nc2c(sc(=S)n2-c2ccccc2)c(=O)n1-c1ccc(OC)cc1OC	i	0.4
Cc1nnc2sc(-c3ccccn3)nn12	i	0.43
COc1cc(OC)c(C(=O)OC(C)C(=O)Nc2cccc(C(F)(F)F)c2)cc1OC (stereo unspecified)	i	-0.22
COC(=O)C(CCSC)NC(=O)Cn1ncc2c(=O)oc3ccccc3c21 (stereo unspecified)	i	0.11
COc1ccc(-n2c(SCC(=O)O)nc3sc4c(c3c2=O)CCCC4)cc1	i	1.1
CC(=O)Nc1ccc(S(=O)(=O)N(C)CC(=O)OC(C)C(=O)NC2CCCC2)cc1 (stereo unspecified)	i	0.04
O=C(C[n+]1cc(-c2ccc(Cl)c(Cl)c2)n2c1CCC2)c1cccs1	i	0.78

# Four of the compounds above, with each value named.
Molecule: Cc1ccc(-n2ncc(C(=O)O)c2C2CCN(C(=O)OC(C)(C)C)CC2)cc1
  KCNQ2 inh: i | Kir21 block: 2.5

Molecule: COC(=O)C(CCSC)NC(=O)Cn1ncc2c(=O)oc3ccccc3c21 (stereo unspecified)
  KCNQ2 inh: i | Kir21 block: 0.11

Molecule: O=C(C[n+]1cc(-c2ccc(Cl)c(Cl)c2)n2c1CCC2)c1cccs1
  KCNQ2 inh: i | Kir21 block: 0.78

Molecule: CCN(CC)C(=O)CSc1nc2c(sc(=S)n2-c2ccccc2)c(=O)n1-c1ccc(OC)cc1OC
  KCNQ2 inh: i | Kir21 block: 0.4

# Source: PubChem (Johns Hopkins Ion Channel Center)
